# mIAP block: inhibitors of mouse IAP, primary screen, biochemical, luminescence, uHTS | purified mouse IAP, CDP-Star luminescence, 30 min | AID 2806, 2010 | 330,000 compounds, 0.2% hits | inhibition, % at 10 µM;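 active = inhibition of at least 40% at 10 µM in the primary screen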;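 note: plate controls were DMSO with enzyme for no effect and no enzyme wells for full effect; values of inactives mirror those of a sister screen read the other way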
# beta cell repl: inducers of MIN6 beta-cell proliferation, primary screen, ATP luminescence, uHTS; MIN6 cells proliferation, ATPlite luminescence, 48 h; cells starved in 0.2% serum; 100% = growth in 10% serum; proliferation, % at 10 µM; 330,000 compounds, 0.29% hits;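 active = compounds whose signal lies at least 3.5 SD above the mean of all wells on their plate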;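 note: 0% = DMSO-treated cells in low-serum medium and 100% = 10% serum control; some compounds called inactive have numbers as strong as hits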
# MPTP block: mitochondrial permeability transition pore inhibitors, primary screen, biochemical, isolated mouse mitochondria, absorbance | inhibition, % at 10 µM | Ca2+ swelling absorbance, 30 min | 360,000 compounds, 1.4% hits;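 active = inhibition of 50% or more, scaled per plate between neutral and stimulator controls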;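 note: 0% = DMSO wells given calcium and 100% = 1 mM EGTA wells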
# hIAP activ: human IAP activators, primary screen, biochemical, luminescence, uHTS; Intestinal-type alkaline phosphatase (Homo sapiens), P09923; purified human IAP, CDP-Star luminescence, 30 min; active compounds read high; 1 = vehicle-only enzyme, 0 = enzyme-free background; activation factor at 10 µM; 330,000 compounds, 0.16% hits;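 active = activation factor of the enzyme at least 2-fold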; note: the source names both 10 and 20 µM as test concentration; values of inactives mirror those of a sister screen read the other way
# Target sequence (P09923 whole entry, looked up): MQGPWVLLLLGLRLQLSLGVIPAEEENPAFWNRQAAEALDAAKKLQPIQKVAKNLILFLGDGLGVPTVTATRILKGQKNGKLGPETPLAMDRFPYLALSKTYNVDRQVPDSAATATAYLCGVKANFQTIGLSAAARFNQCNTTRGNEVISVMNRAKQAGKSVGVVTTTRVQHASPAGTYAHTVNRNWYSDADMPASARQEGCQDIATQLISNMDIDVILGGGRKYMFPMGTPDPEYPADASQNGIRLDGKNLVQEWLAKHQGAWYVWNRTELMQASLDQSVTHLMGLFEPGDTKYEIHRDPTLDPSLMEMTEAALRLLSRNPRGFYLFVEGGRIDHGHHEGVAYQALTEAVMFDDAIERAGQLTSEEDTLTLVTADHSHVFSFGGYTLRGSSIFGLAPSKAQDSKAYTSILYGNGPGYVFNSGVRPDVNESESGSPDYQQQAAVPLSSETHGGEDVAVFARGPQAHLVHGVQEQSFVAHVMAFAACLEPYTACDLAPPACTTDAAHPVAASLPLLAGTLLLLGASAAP
# A3G deaminase: APOBEC3G DNA deaminase inhibitors, primary screen, biochemical, fluorescence, single-stranded DNA substrate, uHTS | DNA dC->dU-editing enzyme APOBEC-3G (Homo sapiens), Q9HC16 | AID 493012, 2011 | inhibition, % at 20 µM | 330,000 compounds, 0.28% hits | recombinant A3G, ssDNA deamination FAM/TAMRA fluorescence;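 active = inhibition of at least 40% at 20 µM, with no more than 30% in the related APOBEC3A deaminase screen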;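 note: plate controls were DMSO wells with A3G for no effect and wells lacking A3G enzyme for full effect; some compounds called inactive have numbers as strong as hits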
# Target sequence (Q9HC16 whole entry, looked up): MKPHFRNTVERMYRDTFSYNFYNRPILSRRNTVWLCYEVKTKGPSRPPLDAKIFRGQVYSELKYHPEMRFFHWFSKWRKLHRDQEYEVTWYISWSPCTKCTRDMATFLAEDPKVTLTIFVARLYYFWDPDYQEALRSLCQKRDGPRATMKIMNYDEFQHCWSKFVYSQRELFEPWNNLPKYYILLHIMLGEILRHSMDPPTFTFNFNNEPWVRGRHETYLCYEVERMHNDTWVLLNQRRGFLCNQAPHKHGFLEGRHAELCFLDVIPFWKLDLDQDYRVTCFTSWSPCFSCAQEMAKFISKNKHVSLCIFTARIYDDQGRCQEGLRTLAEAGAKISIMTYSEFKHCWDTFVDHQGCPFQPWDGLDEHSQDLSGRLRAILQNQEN
# hIAP inh: human IAP inhibitors, primary screen, biochemical, luminescence, uHTS; purified IAP, CDP-Star luminescence, 30 min; 330,000 compounds, 0.12% hits; inhibition, % at 10 µM;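 active = inhibition reaching a set limit with compound at 10 µM in the primary screen, cut at about 35% in these data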;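 note: plate controls were DMSO wells with enzyme for no effect and no-enzyme buffer wells for full effect; values of inactives mirror those of a sister screen read the other way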
# mIAP act: activators of mouse IAP, primary screen, biochemical, luminescence, uHTS; activation factor at 10 µM; muIAP, CDP-Star luminescence, 30 min; active compounds read high; 1 = vehicle-only enzyme signal, 0 = enzyme-free wells; 330,000 compounds, 0.24% hits; intestinal alkaline phosphatase [Mus musculus]; AID 2805, 2010;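 active = activation factor of at least 2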; note: the source names both 10 and 20 µM as test concentration; values of inactives mirror those of a sister screen read the other way
#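 System: mouse IAP enzyme. Reagent: CDP-Star chemiluminescent phosphatase substrate. Benchmarks: DMSO wells, no-enzyme wells. Times: 30 min enzyme-substrate-compound incubation at room temperature. Detection: luminescence from enzymatic CDP-Star hydrolysis. Doses: test compounds delivered from DMSO solution.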
# A3A deaminase: APOBEC3A ssDNA deaminase inhibitors, primary screen, selectivity assay for APOBEC3G inhibitor project, biochemical, FAM/TAMRA oligo cleavage fluorescence; DNA dC->dU-editing enzyme APOBEC-3A (Homo sapiens), P31941; recombinant A3A, FAM/TAMRA ssDNA deamination fluorescence; inhibition, % at 20 µM; 330,000 compounds, 0.41% hits;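 active = at least 40% inhibition at 20 µM here, with at most 30% in a related deaminase screen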;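 note: plate controls were A3A with DMSO for no effect and wells lacking A3A enzyme for full effect; some results filed as inactive read as strong as hits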
# Target sequence (P31941 whole entry, looked up): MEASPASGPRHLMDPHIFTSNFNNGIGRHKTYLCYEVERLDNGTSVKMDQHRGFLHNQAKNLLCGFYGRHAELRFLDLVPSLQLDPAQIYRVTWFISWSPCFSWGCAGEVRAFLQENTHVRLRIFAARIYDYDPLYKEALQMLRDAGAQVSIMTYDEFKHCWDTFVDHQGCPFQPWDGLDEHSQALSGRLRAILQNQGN
# NR3A LBD binder: binders of NR3A ligand-binding domain, primary screen, biophysical, differential scanning fluorimetry, uHTS. Glutamate receptor ionotropic, NMDA 3A (GRIN3A) ligand-binding domain. NR3A LBD differential scanning fluorimetry, Tm shift; 0% = protein alone, 100% = glycine-bound protein. Tm shift relative to glycine control, % at 25 µM. 340,000 compounds, 2.5% hits. AID 1259313, 2017;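 active = melting temperature shift of at least 10% of the positive control shift, at one fixed dose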
# Numbers without * were called inactive; . = no result given.
SMILES,mIAP block,beta cell repl,MPTP block,hIAP activ,A3G deaminase,hIAP inh,mIAP act,A3A deaminase,NR3A LBD binder
Cc1csc2c(N3CCN(C(=S)Nc4ccc(C(F)(F)F)cc4)CC3)ncnc12,-15,-4,97*,1,-3,-4,1.1,-2,8
Cc1ccc(CN(Cc2cc3cccc(C)c3[nH]c2=O)C(=S)NCCCN(C)C)cc1,-3,-6,65*,1.2,-12,-16,1,-6,-1
Cc1ccc(C(=O)Nc2c3c(nn2C(C)(C)C)CS(=O)(=O)C3)cc1C,10,2,0.4,0.8,-7,20,0.9,-2,-3
CCSc1nnc(NC(=O)c2nc(S(=O)(=O)Cc3ccc(F)cc3)ncc2Cl)s1,4,-5,0.9,1.2,-1,-16,0.95,-3,2
C=CCSc1nnc(CCc2ccccc2)n1N,3,2,-0.5,1.1,-8,-6,0.97,-2,1
O=C(OCC(=O)N1CCc2ccccc2C1)c1cccs1,8,-2,0.5,0.98,1,2,0.92,1,-1
Cc1cc(C)c(NC(=O)CN2C(=O)CC(C)S(=O)(=O)c3ccccc32)c(C)c1 (stereo unspecified),1,0,1.0,1.3,-6,-32,0.99,-4,-1
C=COCCNC(=S)Nc1ccccc1,-5,-1,1.8,0.91,-9,9,1.1,-6,0
COc1ccc(F)cc1CSc1nnnn1-c1ccc(O)cc1,2,1,2.3,1.1,-5,-6,0.98,-1,-10
O=C(/C=C/c1ccc(Br)cc1)NC(=S)Nc1ccc(S(=O)(=O)Nc2nccs2)cc1,13,-1,21,0.7,-9,30,0.87,0,-5
CC(=O)NC12CC3CC(C1)CC(C(=O)N1CCN(c4ncccn4)CC1)(C3)C2,-2,-3,0.9,1.2,-7,-20,1,1,1
CNC[C@H](O)c1cccc(O)c1,-8,-7,-2.7,1,-7,-2,1.1,-3,-3
Cc1cccc(NC(=O)[C@@H](CC(C)C)NC(=O)[C@@H]2Cc3ccccc3CN2)c1,-12,-3,-0.6,1.1,-5,-10,1.1,-5,0
Cc1noc(C)c1COc1ccccc1C(=O)NNC(=O)c1ccc(F)cc1,2,2,-1.2,1.1,-6,-14,0.98,-3,2
O=C(CSc1nnc(-c2ccncc2)s1)Nc1ccccc1,12,-3,-0.3,0.95,-8,5,0.88,-4,-1
COc1cccc(C(=O)C2CCCN(CC3=Cc4cc(OC)ccc4OC3)C2)c1 (stereo unspecified),1,4,1.5,1.1,-8,-8,0.99,-4,-1
COc1ccc(Cc2nnc(NC(=O)c3ccc(OC(C)=O)cc3)s2)cc1OC,5,-3,0.3,0.97,-7,3,0.95,-2,-1
CC(C)c1ccc(NC(=O)CCN2C(=O)[C@@H]3Cc4ccccc4CN3C2=O)cc1,-3,-1,0.9,0.97,-10,3,1,-4,-1
COc1ccc(NC(=O)CN2C(=O)C(C)Oc3ccccc32)cc1OC (stereo unspecified),-5,-3,0.3,0.97,-9,3,1,-2,-1
CC1Cc2ccccc2N1C(=O)Cn1cnc2c1c(=O)n(C)c(=O)n2C (stereo unspecified),8,0,0.5,1.1,-3,-11,0.92,0,0

# Ordered by heavy-atom count (rising): three of the compounds above
SMILES,mIAP block,beta cell repl,MPTP block,hIAP activ,A3G deaminase,hIAP inh,mIAP act,A3A deaminase,NR3A LBD binder
CC(=O)NC12CC3CC(C1)CC(C(=O)N1CCN(c4ncccn4)CC1)(C3)C2,-2,-3,0.9,1.2,-7,-20,1,1,1
Cc1csc2c(N3CCN(C(=S)Nc4ccc(C(F)(F)F)cc4)CC3)ncnc12,-15,-4,97*,1,-3,-4,1.1,-2,8
O=C(/C=C/c1ccc(Br)cc1)NC(=S)Nc1ccc(S(=O)(=O)Nc2nccs2)cc1,13,-1,21,0.7,-9,30,0.87,0,-5

# Continued:
SMILES,mIAP block,beta cell repl,MPTP block,hIAP activ,A3G deaminase,hIAP inh,mIAP act,A3A deaminase,NR3A LBD binder
CN(CC1CCOCC1)C(=O)CC1C(=O)NCCN1Cc1cccc(F)c1 (stereo unspecified),-6,-3,0.6,1.3,-10,-29,1.1,-6,1
COc1ccc2cc(C3CC(c4ccco4)=NN3C(=O)CCC(=O)O)c(Cl)nc2c1 (stereo unspecified),-4,-1,2.3,1.1,5,-12,1,4,3
CC(C)(C)C(=O)[C@H]1[C@H](c2ccccc2)[C@@]2(N=C(c3ccccc3)OC2=O)C2c3ccccc3C=NN21 (stereo partly specified),-5,-5,-0.2,1.1,-4,-6,1,0,3
CC(C)c1ccccc1NC(=S)NCc1ccccc1F,-7,-6,5.9,1.1,-8,-10,1.1,-7,-3
Cc1ccc(C(=O)N/C(=C\c2ccc3c(c2)OCO3)C(=O)N2CCOCC2)cc1,6,0,-0.4,1.1,-7,-10,0.94,-5,-1
COc1ccc(Br)cc1CN(C)C(=O)c1cc(Cl)c2c(c1)OCCO2,6,-1,-1.1,0.89,4,11,0.94,2,0
O=S(=O)(NCCN1CCOCC1)c1cccc(C(F)(F)F)c1,-2,-1,0.8,0.77,-8,23,1,1,2
C[C@H](NC(=O)C1CCN(S(=O)(=O)c2ccccc2)CC1)C(=O)NCc1ccc(Cl)c(Cl)c1,-6,1,0.8,1.2,4,-16,1.1,2,-2
Cc1ccc(C)c(N2CCN(C(=O)Cc3ccc(NC4=NC5CS(=O)(=O)CC5S4)cc3)CC2)c1 (stereo unspecified),-10,-3,-0.9,1.1,-18,-6,1.1,-8,3
O=C(N[C@@H](Cc1c[nH]c2ccccc12)C(=O)NC1CC1)c1ccccc1Cl,4,-2,1.4,0.98,-6,2,0.96,2,0
COc1ccc(C(=O)Nc2ccccc2NC(=O)c2ccco2)cc1OC,-2,-2,-0.6,0.89,0,11,1,2,-2
CCOc1ccc(NC(=O)CN(C)CC(=O)NC2CCCc3ccccc32)cc1OCC (stereo unspecified),-4,-3,0.7,1,-2,0,1,0,0
CS(=O)(=O)Nc1ccc(C(=O)NCCSCc2ccccc2)cc1,0,-3,0.1,1.2,1,-16,1,1,0
COc1ccc(C2CC(c3ccccc3F)=NN2c2ccc(S(N)(=O)=O)cc2)cc1 (stereo unspecified),-114,.,3.9,.,-2,.,2.1*,0,3
O=C(NNC(=O)c1ccccc1C(=O)O)c1cc2ccccc2o1,15,-4,-0.8,1.1,1,-6,0.85,-5,-2
CC[C@]12c3[nH]c4cc(-c5ccco5)ccc4c3CCN1C(=O)[C@@H](CC(=O)NCCCn1ccnc1)C[C@@H]2C(=O)N1CCN(C(=O)C2CC2)CC1,-20,.,-0.4,.,6,.,1.2,1,-3
CC(C)C(NC(=O)c1ccc(Cl)cc1Cl)C(=O)NCCc1ccccn1 (stereo unspecified),4,-1,-1.8,0.82,-11,18,0.96,1,0
Cc1cc(Cl)ccc1OC(C)c1nnc(N)s1 (stereo unspecified),4,-3,-4.5,0.99,-4,0,0.96,-4,2
CSc1cccc(N2CC(C(=O)NCCC3=CCCCC3)CC2=O)c1 (stereo unspecified),-7,0,-1.0,1.1,-1,-8,1.1,0,-2
O=C(COc1cc(Cl)c(Cl)cc1Cl)NCCc1ccccn1,3,-1,-3.5,1,-12,-2,0.97,2,1
C=CC[C@@H](CC(=O)N(CCO)Cc1ccccc1)C(=O)N[C@@H](C)COC(=O)[C@@H](CC=C)CC(=O)OC(C)(C)C,6,0,-1.4,0.98,0,2,0.94,2,-1
Cc1ccc(OC(C)C(=O)Nc2ccc3c(c2)n(C)c(=O)n3C)c(C)c1 (stereo unspecified),4,-2,0.0,1.4,19,-37,0.96,84*,1
Cc1cc(NC(=O)CN2C(=O)c3ccccc3C2=O)no1,7,-3,1.2,1,-9,-4,0.93,-4,2
CC(NC(=O)COC(=O)c1cc([N+](=O)[O-])ccc1N1CCOCC1)c1ccccc1 (stereo unspecified),7,-3,-1.5,0.99,0,1,0.93,-1,1
O=C(O)CC/C(=N\NC(=O)c1ccccc1Br)c1ccccc1,2,0,-1.0,0.91,-2,9,0.98,-1,-3
CCCNC(=O)c1onc(CSc2ccc(F)cc2)c1C(=O)NCC1CC1,-2,-3,1.4,1,-8,-1,1,-3,7
O=C(NCc1ccccc1)NC12CC3CC(CC(C3)C1)C2,-10,-2,1.5,0.95,2,5,1.1,3,0
O=C(c1cccc2ccccc12)N1CCN(Cc2ccccc2F)CC1,4,1,0.4,0.8,-3,20,0.95,2,-1
Cc1cc(Cl)ccc1C(=O)C1CCCN(C(=O)c2snnc2C)C1 (stereo unspecified),2,-5,2.0,1.1,-2,-5,0.98,2,1
Brc1ccc(CN2CCN(c3ccccn3)CC2)s1,4,-1,-0.2,0.87,-8,13,0.96,-5,-1
CCN1C(=O)[C@H]2[C@@H](c3ccc(C)cc3)N3C(=O)N(c4ccccc4)C(=O)[C@@]3(CC)[C@H]2C1=O,-1,-2,-1.1,0.95,-10,5,1,-3,0
CC(=O)N1CCC(N(C(=O)Nc2c(F)cccc2F)C(C)C)CC1,-1,5,-0.4,0.98,-4,2,1,-4,2
CCC(CC)C(=O)Nc1cccc(-c2nc3ccccc3o2)c1,-11,-1,2.3,1.2,0,-15,1.1,0,-1
COc1ccc(-n2c(O)c(C=Nc3ccccc3)c3ccccc3c2=O)cc1OC,2,-1,0.7,1.1,-2,-6,0.98,3,-2
Cc1cc(C)cc(C(=O)NCC(=O)OCC(=O)c2c(N)n(C)c(=O)n(C)c2=O)c1,0,-2,-1.0,0.95,-7,5,1,-4,0
O=C(Cn1nnc(-c2cccs2)n1)N1CCc2ccccc2C1,-2,1,0.7,0.92,-11,8,1,-3,2
COc1ccc(NC(=O)CCS(=O)(=O)c2cccc3nonc23)c(OC)c1,2,-1,0.9,0.97,0,3,0.98,0,0
COCCCN1CCc2[nH]c(=S)[nH]c(=O)c2C1,4,0,0.5,0.87,1,13,0.96,-2,-9
CC(C)Nc1nc2c(c(=O)n(C)c(=O)n2C)n1C,-7,-3,-0.7,1.1,-4,-10,1.1,-9,-1
CN(CC(=O)Nc1ccc(F)cc1)C(=O)c1ccc(N2C(=O)CCC2=O)cc1,20,-5,-0.2,1.1,6,-8,0.8,35,0
COc1ccc(C2=NOC(C(=O)NCc3cccs3)C2)cc1 (stereo unspecified),1,-2,0.5,0.9,0,10,0.99,2,-1
O=C(OCc1nnc(-c2ccccc2)o1)c1cc(F)c(F)cc1Cl,-3,1,-0.2,1,-2,0,1,0,2
Cc1cccc(C(C)C)c1NS(=O)(=O)c1cn(C)nc1C,4,-2,-1.4,0.97,-5,3,0.96,-1,1
O=C(Nc1cc(Cl)ccc1N1CCOCC1)c1ccc(=O)[nH]c1,1,-1,-0.4,1.1,-6,-8,0.99,-4,2
CCC(C)C(=O)Nc1nc2c(s1)C(=O)CC(C)(C)C2 (stereo unspecified),-6,-2,-0.8,0.86,-7,14,1.1,-4,1
O=C(NCCCN1CCCC1=O)C1CCN(S(=O)(=O)c2cccc(C(F)(F)F)c2)CC1,0,-1,-2.3,0.94,0,6,0.99,0,0

# Compound activity (PubChem BioAssay)
